Pf apPOL inh – Pf-apPOL DNA polymerase inhibition | Recombinant Pf-apPOL, molecular beacon fluorescence, 1.5 h | inhibition, % at 10 µM | 210,000 compounds, 0.25% hits
mHTT CaM bind – inhibitors of human mutant huntingtin-calmodulin interaction | inhibition, % at 15 µM | P42858 | 190,000 compounds, 3.6% hits | AlphaScreen His-mHTT/GST-CaM binding, luminescence | AID 1671202;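 note: 0% = both proteins with DMSO and 100% = one protein alone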
Target sequence (P42858 whole entry, looked up, stated change not applied): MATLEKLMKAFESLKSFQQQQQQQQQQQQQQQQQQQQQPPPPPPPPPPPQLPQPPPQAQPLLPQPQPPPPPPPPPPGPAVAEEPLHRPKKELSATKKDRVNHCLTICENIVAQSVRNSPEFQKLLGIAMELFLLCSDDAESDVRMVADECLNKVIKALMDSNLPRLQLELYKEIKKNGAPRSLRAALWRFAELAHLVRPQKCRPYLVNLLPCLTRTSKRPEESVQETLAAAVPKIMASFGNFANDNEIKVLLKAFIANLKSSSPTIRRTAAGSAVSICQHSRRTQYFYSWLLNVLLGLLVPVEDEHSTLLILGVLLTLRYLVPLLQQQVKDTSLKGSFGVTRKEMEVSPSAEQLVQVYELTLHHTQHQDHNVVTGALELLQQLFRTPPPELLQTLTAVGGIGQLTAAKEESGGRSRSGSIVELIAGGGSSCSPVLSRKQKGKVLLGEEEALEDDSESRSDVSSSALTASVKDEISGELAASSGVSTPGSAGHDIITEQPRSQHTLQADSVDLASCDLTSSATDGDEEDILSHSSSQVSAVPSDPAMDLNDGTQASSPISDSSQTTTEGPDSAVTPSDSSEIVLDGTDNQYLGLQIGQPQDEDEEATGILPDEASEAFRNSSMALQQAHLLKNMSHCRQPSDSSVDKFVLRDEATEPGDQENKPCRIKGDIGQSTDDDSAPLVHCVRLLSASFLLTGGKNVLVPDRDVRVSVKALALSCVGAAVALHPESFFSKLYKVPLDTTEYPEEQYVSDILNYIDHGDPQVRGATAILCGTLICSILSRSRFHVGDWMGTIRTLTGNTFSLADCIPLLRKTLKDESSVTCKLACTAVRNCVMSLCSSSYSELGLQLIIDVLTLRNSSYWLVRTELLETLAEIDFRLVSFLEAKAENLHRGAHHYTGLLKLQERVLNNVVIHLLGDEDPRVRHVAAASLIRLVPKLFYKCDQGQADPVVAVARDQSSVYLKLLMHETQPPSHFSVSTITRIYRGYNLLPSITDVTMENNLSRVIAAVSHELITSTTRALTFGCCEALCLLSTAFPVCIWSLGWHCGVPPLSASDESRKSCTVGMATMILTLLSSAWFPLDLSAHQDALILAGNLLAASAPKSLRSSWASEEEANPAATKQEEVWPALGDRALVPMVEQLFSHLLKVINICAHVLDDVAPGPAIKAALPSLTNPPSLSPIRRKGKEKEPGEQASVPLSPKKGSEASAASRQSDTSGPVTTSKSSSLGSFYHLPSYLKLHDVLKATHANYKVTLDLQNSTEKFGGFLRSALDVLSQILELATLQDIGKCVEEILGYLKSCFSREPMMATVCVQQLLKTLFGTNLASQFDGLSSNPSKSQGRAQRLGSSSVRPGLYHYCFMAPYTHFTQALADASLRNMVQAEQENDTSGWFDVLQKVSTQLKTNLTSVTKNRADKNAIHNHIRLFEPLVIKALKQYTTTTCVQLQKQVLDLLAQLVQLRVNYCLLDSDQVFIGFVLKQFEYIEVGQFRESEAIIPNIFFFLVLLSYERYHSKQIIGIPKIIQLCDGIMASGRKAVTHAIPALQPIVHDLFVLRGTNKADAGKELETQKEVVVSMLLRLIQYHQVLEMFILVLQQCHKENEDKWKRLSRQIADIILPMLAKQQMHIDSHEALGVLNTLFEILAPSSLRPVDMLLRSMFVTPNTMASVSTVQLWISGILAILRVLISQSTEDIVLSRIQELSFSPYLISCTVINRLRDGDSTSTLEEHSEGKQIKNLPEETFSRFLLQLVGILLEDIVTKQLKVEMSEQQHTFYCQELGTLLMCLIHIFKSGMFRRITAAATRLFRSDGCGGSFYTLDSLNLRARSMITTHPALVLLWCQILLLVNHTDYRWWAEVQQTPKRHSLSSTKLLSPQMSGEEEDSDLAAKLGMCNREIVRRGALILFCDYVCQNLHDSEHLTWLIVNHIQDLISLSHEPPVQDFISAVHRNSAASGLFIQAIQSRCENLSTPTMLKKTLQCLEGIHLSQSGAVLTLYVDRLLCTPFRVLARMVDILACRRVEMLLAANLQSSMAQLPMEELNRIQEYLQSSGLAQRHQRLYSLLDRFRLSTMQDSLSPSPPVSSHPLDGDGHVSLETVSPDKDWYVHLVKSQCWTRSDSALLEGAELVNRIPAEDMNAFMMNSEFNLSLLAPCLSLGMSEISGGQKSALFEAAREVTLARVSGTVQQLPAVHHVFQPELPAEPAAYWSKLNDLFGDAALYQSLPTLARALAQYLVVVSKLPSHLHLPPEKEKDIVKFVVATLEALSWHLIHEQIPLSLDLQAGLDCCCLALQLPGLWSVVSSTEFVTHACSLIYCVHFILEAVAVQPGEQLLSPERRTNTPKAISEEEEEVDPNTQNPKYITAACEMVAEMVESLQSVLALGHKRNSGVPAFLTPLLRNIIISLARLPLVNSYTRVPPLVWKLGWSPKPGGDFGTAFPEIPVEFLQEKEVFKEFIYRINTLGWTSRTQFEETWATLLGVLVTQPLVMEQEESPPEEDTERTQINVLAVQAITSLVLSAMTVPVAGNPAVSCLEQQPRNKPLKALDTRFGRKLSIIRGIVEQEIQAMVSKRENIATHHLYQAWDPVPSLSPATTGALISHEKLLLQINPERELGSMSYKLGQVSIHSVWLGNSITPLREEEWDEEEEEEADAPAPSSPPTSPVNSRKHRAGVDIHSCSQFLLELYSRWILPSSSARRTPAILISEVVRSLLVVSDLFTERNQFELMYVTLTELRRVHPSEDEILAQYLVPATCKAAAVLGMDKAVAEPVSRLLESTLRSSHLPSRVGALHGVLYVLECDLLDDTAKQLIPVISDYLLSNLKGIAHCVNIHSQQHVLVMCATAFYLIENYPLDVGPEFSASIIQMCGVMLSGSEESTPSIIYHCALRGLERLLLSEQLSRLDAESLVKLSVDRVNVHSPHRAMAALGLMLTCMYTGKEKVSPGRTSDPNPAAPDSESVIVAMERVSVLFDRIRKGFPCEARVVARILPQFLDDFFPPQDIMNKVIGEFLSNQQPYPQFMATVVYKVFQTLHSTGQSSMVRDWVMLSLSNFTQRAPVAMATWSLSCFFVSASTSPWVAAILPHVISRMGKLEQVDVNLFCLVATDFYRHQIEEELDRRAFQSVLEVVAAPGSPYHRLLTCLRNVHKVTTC
Active calls of the source: *; . = not tested or not shown; & = joins results of further samples. Cut-off read from the data, not from the text of the source: active = inhibition above about 50%; inactive = the rest. Compounds were not picked by outcome, and some 3.5% of all compounds hit somewhere here.

| nr | SMILES | Pf apPOL inh | mHTT CaM bind |
| --- | --- | --- | --- |
| 1 | CCc1ccc(C2CC(=O)Nc3c2c(C)nn3-c2nc3ccccc3s2)cc1 (stereo not given) | -2 | -7 |
| 2 | COC(=O)c1c(C)[nH]c(C(=O)C(C#N)=CC=Cc2ccccc2)c1C | -11 | -1 |
| 3 | O=C(Cc1c(F)cccc1Cl)N1CCCC1c1ccc(F)cc1 (stereo not given) | -4 | -10 |
| 4 | O=C(NCCN1CCOCC1)C1CCN(c2nc3ccccc3o2)CC1 | -11 | -6 |
| 5 | COc1ccc(CNC(=O)NCC2CN(c3ccc(F)cc3)C(=O)O2)cc1OC (stereo not given) | 0 | -9 |
| 6 | CSc1ccc(CN2CCN(c3cnn4c(C5CC5)nnc4c3)CC2)cc1 | -2 | 15 |
| 7 | Cc1cc(NC(=O)c2cccc(N3C(=O)CCC3=O)c2)n(-c2nc3ccc(F)cc3s2)n1 | -9 | -5 |
| 8 | COc1cccc(C(=O)N2CCCC2c2nc(-c3ccc(C)cc3)no2)c1OC (stereo not given) | -1 | 17 |

Next section:
| nr | SMILES | Pf apPOL inh | mHTT CaM bind |
| --- | --- | --- | --- |
| 9 | Cc1nn(C)c2c(N3CCCC(C(=O)NC4CCCCC4)C3)nccc12 (stereo not given) | -8 | 0 |
| 10 | Cc1ccc(S(=O)OC2CC(C)CC[C@H]2C(C)C)cc1 (stereo not given in full) | . | -6 |
| 11 | Cc1cc(C)c(C(=O)N2CCC(CC(=O)N3CCCC3)CC2)[nH]1 | -3 | 1 |
| 12 | Cc1ccc(-n2nc3c(c2NC(=O)C24CC5CC(CC(C5)C2)C4)CSC3)cc1 | -12 | -2 |
| 13 | CC(C)CCNC(=O)C1CCC(=O)N1CCc1ccccc1 (stereo not given) | 6 | 4 |
| 14 | CSc1c(C#N)c(N)nn1C | -5 | . |
| 15 | COc1ccc2c(Cl)c(C(=O)NC3CCS(=O)(=O)C3)sc2c1 (stereo not given) | -7 | -2 |
| 16 | C=CCC1C=CCC(CC=C)N1C(=O)CCC(=O)O (stereo not given) | . | -7 |

The listing continues:
| nr | SMILES | Pf apPOL inh | mHTT CaM bind |
| --- | --- | --- | --- |
| 17 | O=C(O)c1ccc(NC(=O)c2ccc(F)c(S(=O)(=O)Nc3ccc(C(=O)O)cc3)c2)cc1 | -9 | 2 |
| 18 | COc1cc(CN2CCN(c3cccc(C)c3C)CC2)cc([N+](=O)[O-])c1O | -3 | 15 |
| 19 | CN(C)CCNC(=O)c1ccnc(N2CCNC(c3ccccc3)C2)c1 (stereo not given) | -2 | -2 |
| 20 | COC(=O)c1ccc2[nH]c(C)cc(=O)c2c1 | 3 | 2 |
| 21 | COc1ccc(CC(=O)N2CCn3c(C)nnc3C2)cc1Cl | -2 | -13 |
| 22 | COc1ccccc1N1CCN(C/C=C/c2ccc(N(C)C)cc2)CC1 | -9 | 62* |
| 23 | COc1ccccc1NS(=O)(=O)c1ccc(OC)c(OC)c1 | -8 | -1 |
| 24 | CCN(CC)C(=O)c1nsc2ccc(C)cc12 | -5 | -9 |

(next part)
| nr | SMILES | Pf apPOL inh | mHTT CaM bind |
| --- | --- | --- | --- |
| 25 | CCOc1ccccc1C(=O)Nc1c2c(nn1-c1ccc(C)cc1C)CS(=O)(=O)C2 | -4 | 10 |
| 26 | O=C1C(=Nc2ccccc2)c2ccccc2N1CN1CCN(c2ccccc2)CC1 | -6 | -2 |
| 27 | Nc1cccc2ccc(N3CCOCC3)nc12 | 11 | 19 |
| 28 | CCC(C)NC(=O)c1ccc(OC)cc1 (stereo not given) | -4 | -1 |
| 29 | CCOC(=O)c1ccc(Oc2ccc(C)nn2)cc1 | -2 | . |
| 30 | FC(F)(F)c1c(-c2nnc(-c3ccc(Cl)cc3)o2)cnn1-c1ccc(Cl)cc1 | 0&-8 | . |
| 31 | O=S(=O)(Nc1ccc(I)cc1)c1ccc(F)cc1 | -12 | -11 |
| 32 | Fc1ccc(-c2cc3ccccn3c2)cc1 | -2 | 28 |

Next compounds
| nr | SMILES | Pf apPOL inh | mHTT CaM bind |
| --- | --- | --- | --- |
| 33 | COc1ccc(Br)cc1/C=C1/N=C(c2cccc([N+](=O)[O-])c2C)OC1=O | -5 | 20 |
| 34 | Cc1[nH]nc(Nc2ccc(I)cc2)c1[N+](=O)[O-] | 5 | 14 |
| 35 | Cc1ccccc1NC(=O)c1ccc(F)c(S(=O)(=O)N2CCN(c3ccccn3)CC2)c1 | -8 | 8 |
| 36 | COc1cccc(C(=O)N2CC(=O)Nc3ccc(Br)cc3C2c2ccc(F)cc2)c1 (stereo not given) | -6 | 44 |
| 37 | CC1(C)CC(=O)c2c(CC3CC(=O)NC(=O)C3)noc2C1 | -8 | -2 |
| 38 | CCc1ccccc1NC(=O)c1cc2n(n1)CCCN(Cc1cccc(F)c1)C2=O | -2 | 2 |
| 39 | CC(=O)Nc1ccc(S(=O)(=O)Nc2cccc(C(=O)c3ccc(C)c(C)c3)c2)cc1 | -4 | 47 |
| 40 | O=C(CCn1nc(-c2ccc(F)cc2)ccc1=O)NCc1ccccc1 | -1 | . |

(continued)
| nr | SMILES | Pf apPOL inh | mHTT CaM bind |
| --- | --- | --- | --- |
| 41 | Cc1c(-c2ccccc2)c(=O)oc2cc(OS(C)(=O)=O)ccc12 | -3 | -2 |
| 42 | CC[C@@H]1C(c2ccc(F)cc2)=NN(c2ccccc2)[C@H]1C(=O)N1CCOC1=O | 0 | -30 |
| 43 | CCCN1C(=O)/C(=C\c2nc3ccccc3c(=O)n2-c2ccccc2[N+](=O)[O-])c2ccccc21 | -16 | 38 |
| 44 | COc1ccc(OC)c(CN2CCN(c3ccccn3)CC2)c1 | -8 | -2 |
| 45 | Cc1cccc(C2=NN(c3ccc(Br)cc3)[C@@H](C(=O)N3CCOC3=O)[C@@H]2c2ccccc2)c1 | 0 | -78 |
| 46 | O=[N+]([O-])c1cc(Br)cc(C=Nc2ccc3oc(-c4ccncc4)nc3c2)c1O | 5 | 2 |
| 47 | C[C@H]1[C@H](NC(=O)c2ccc(Cl)c(C(F)(F)F)c2)CC[C@@]23CCCN2C(=O)CCC[C@@H]13 | -9 | -2 |
| 48 | CCCc1nc2oc3c(-c4ccccc4)c(C(=O)O)c(C)nc3c2c2c1COC(C)(C)C2 | 0 | 5 |

Next section
| nr | SMILES | Pf apPOL inh | mHTT CaM bind |
| --- | --- | --- | --- |
| 49 | O=C(NCc1ccc(F)cc1)C1CCCN(C(=O)c2cccc(C(F)(F)F)c2)C1 (stereo not given) | -2 | 27 |
| 50 | CC(=O)c1ccc(NC(=O)CCOc2ccccc2)cc1 | -2 | 10 |
| 51 | O=S(=O)(c1cccnc1)N1CCC(c2ccccc2)C1 (stereo not given) | -8 | -13 |
| 52 | Cc1cccc(N2CCN(C(=O)c3cccc(Br)c3)CC2)c1C | 1 | -1 |
| 53 | O=C1OC(c2cccc([N+](=O)[O-])c2)=N/C1=C\c1ccc(Br)cc1 | 8 | -1 |
| 54 | COc1cccc(C2=NOC(C(=O)N3CCOCC3)C2)c1 (stereo not given) | -3 | -10 |
| 55 | COc1ccccc1CNC(=O)C1CCCN(S(=O)(=O)N2CCCCCC2)C1 (stereo not given) | -10 | -8 |
| 56 | CCN(C(=O)c1ccc(OC)c([N+](=O)[O-])c1)c1ccccc1C | -1 | 4 |

(list continues)
| nr | SMILES | Pf apPOL inh | mHTT CaM bind |
| --- | --- | --- | --- |
| 57 | COc1ccc(OC)c(/C=C2/N=C(c3ccccc3)OC2=O)c1 | 0 | -1 |
| 58 | O=C(NC1CC2CC1CN2C(=O)c1ccccc1C(F)(F)F)c1ccccc1 (stereo not given) | 6 | 0 |
| 59 | O=C(Nc1cccnc1)c1cc(-c2ccnc(F)c2)ccc1OCc1ccccc1 | 11 | . |
| 60 | O=C1Nc2ccc(Cl)cc2/C1=C/c1ccccc1F | 7 | 19 |
| 61 | O=C(CCSc1ccc(Br)cc1)c1ccc(Cl)cc1 | -12 | . |
| 62 | COc1ccc(C2=NN(C(C)=O)C(c3cc4cc5c(cc4nc3Cl)OCCO5)C2)cc1 (stereo not given) | -4 | 2 |
| 63 | O=C(Nc1ccc(I)cc1)c1ccc(C(=O)c2ccccc2)o1 | -2 | -2 |
| 64 | CC(C)n1cnc2c1c(=O)n(C1CCCC1)c(=O)n2-c1ccccc1Cl | 0 | 10 |

Following part:
| nr | SMILES | Pf apPOL inh | mHTT CaM bind |
| --- | --- | --- | --- |
| 65 | NC(=O)c1cc(N2CCCC2)nc2ccccc12 | -2 | -1 |
| 66 | O=C(Nc1ccc(S(=O)(=O)Nc2ncccn2)cc1)c1ccc([N+](=O)[O-])cc1 | -162 | 0 |
| 67 | CCOc1ccccc1OCCN1CC(C)CC(C)C1 (stereo not given) | 6 | 1 |
| 68 | CC(=O)c1sc(C(C)(C)C)cc1NC(=O)c1ccccc1C(=O)O | -2 | . |
| 69 | CC(C)NC(=O)c1ccc2c(c1)NC(=O)C(N1CCOCC1)S2 (stereo not given) | -18 | 0 |
| 70 | CC(C)c1ccc(N2C=C(C#N)S(=O)(=O)c3ccc(Cl)cc32)cc1 | -2 | -1 |
| 71 | COc1ccc(/C=C/C(=O)Nc2cc(C)c3c(=O)oc4ccccc4c3n2)cc1OC | -1 | 3 |
| 72 | COC(=O)C(NC(=O)N1CCC(c2nc(C(=O)N(C)C)c(C)o2)CC1)c1ccccc1 (stereo not given) | -9 | 14 |

Next section:
| nr | SMILES | Pf apPOL inh | mHTT CaM bind |
| --- | --- | --- | --- |
| 73 | O=C(CN1CCC(c2nc(-c3cccc(F)c3)no2)CC1)Nc1ccc(F)cc1 | -4 | 0 |
| 74 | O=Cc1ccc(-c2ccc(Br)cc2C(=O)O)o1 | -11 | -2 |
| 75 | Oc1c(I)cc(I)cc1C=Nc1ccccc1Cl | 16 | . |
| 76 | CC(=O)Nc1ccc(C(=O)Nc2ccc(Cl)cc2)cc1 | -6 | -1 |
| 77 | O=C1C(=Cc2cccc(Br)c2)Oc2c1ccc(O)c2CN1CCCC1 | -19 | 40 |
| 78 | COc1ccc(-n2nnnc2CNC(=O)c2ccc(Br)o2)cc1 | -2 | -12 |
| 79 | O=C(c1ccc(S(=O)(=O)c2cccc(Cl)c2)c([N+](=O)[O-])c1)N1CCCC1 | -16 | 12 |
| 80 | CCN(CC)S(=O)(=O)N1CCC(C(=O)NC2CCCC(C)C2C)CC1 (stereo not given) | -5 | -8 |

Next compounds follow:
| nr | SMILES | Pf apPOL inh | mHTT CaM bind |
| --- | --- | --- | --- |
| 81 | Cc1ccc(C)c(NC(=O)c2cc3cc(Br)ccc3oc2=O)c1 | -1 | 0 |
| 82 | COc1ccc(OC)c(C=C2Oc3cc(OC(=O)C4CC4)ccc3C2=O)c1 | -9 | -7 |
| 83 | C=CCS(=O)(=O)Nc1ccccc1 | 2 | -3 |
| 84 | COc1ccc(C2CN(C(=O)c3ccccc3)CC2C(=O)N2CCOCC2)cc1 (stereo not given) | 1 | 3 |
| 85 | O=C(c1ccc(C(F)(F)F)s1)N1CCN(c2nc(CN3CCCCC3)cs2)CC1 | -5 | 2 |
| 86 | O=C(Nc1ccccc1)N1CCCC(OCc2cccc(F)c2)C1 (stereo not given) | -2 | -11 |
| 87 | COCCCN1C(=O)C(=O)C(=C(O)c2ccc(C)cc2)C1c1cccc([N+](=O)[O-])c1 (stereo not given) | -10 | 2 |
| 88 | Cc1ccc(Nc2c([N+](=O)[O-])c(=O)n(C)c3ccccc23)cc1C | 0 | 44 |

Going on with the list:
| nr | SMILES | Pf apPOL inh | mHTT CaM bind |
| --- | --- | --- | --- |
| 89 | CCCCN(C)C(=O)c1ccc(CS(=O)(=O)Cc2cccc(C)c2)o1 | -9 | 5 |
| 90 | COc1cc(OC)c(Cl)cc1N | 2 | 33 |
| 91 | Cn1c(N2CCC(C(=O)NCc3ccccc3)CC2)cc(=O)n(C)c1=O | 2 | 27 |
| 92 | CCn1ncc(Cl)c1CNC(=S)NCCOC | . | -4 |
| 93 | CCS(=O)(=O)N1CCN(C(=O)Cc2ccccc2)CC1 | -9 | 8 |
| 94 | O=C(COc1cc(Cl)c(Cl)cc1Cl)Nc1cccnc1 | -7 | -4 |
| 95 | COCCCNC(=O)C1CCN(S(=O)(=O)c2ccc(OC)cc2)CC1 | 0 | -81 |
